p-CIP stab down: compounds decreasing mouse p/CIP protein stability; F442A p/CIP-EGFP cells, EGFP fluorescence, 16 h; decrease of EGFP signal, % at 10 µM; 290,000 compounds, 0.01% hits;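 active means EGFP signal decrease of at least 30% at 10 µM or well 3 SD below plate mean, unless failing retest; inactive means the rest, including hits failing retest or dose response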; further: some compounds called inactive have numbers as strong as hits; many of its hits are not listed in these tables
M18AAP inhibitor: PfM18AAP enzyme inhibition. recombinant PfM18AAP, H-Glu-NHMec fluorogenic cleavage. inhibition, % at 7.35 µM. 290,000 compounds, 1.2% hits. AID 1822;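 active means inhibition above the campaign mean inhibition over all tested compounds plus 3 SD, cut at about 28% in these data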;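 further: 0% = plate median of test compound wells and 100% = 2 mM ZnCl2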
NALP1 yeast inh: inhibitors of NALP1 inflammasome in yeast. S. cerevisiae NALP1/ASC/caspase-1 growth, X-gal OD620, 72 h. inhibition, % at 10 µM. 280,000 compounds, 0.61% hits; in the data active means inhibition mostly above about 24%, no sharp cut-off; inactive means mostly below about 32%; further: some compounds called inactive have numbers as strong as hits
PHOSPHO1 inh: PHOSPHO1 (human) inhibition. Q8TCT1. recombinant PHOSPHO1, absorbance phosphatase assay. AID 1565. 290,000 compounds, 1.1% hits. inhibition, % at 13.3 µM; in the data active means inhibition above about 60%
IMP-1 inh: inhibitors of Pseudomonas aeruginosa IMP-1 metallo-beta-lactamase; purified IMP-1, nitrocefin hydrolysis, epi-absorbance fluorescence; inhibition, % at 5.6 µM; 290,000 compounds, 0.45% hits;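 active means inhibition above the mean plus 3 SD of all compounds in the same screening run, cut at about 4.5% in these data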;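 further: 0% = IMP-1 with DMSO and 100% = DMSO wells lacking enzyme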
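System: purified IMP-1; amount: IMP-1 0.2 nM before substrate addition; compound: single dose, 5.6 µM; times: 25 °C, 15 min preincubation, 25 min reaction; signal: Epi-absorbance via hydrolysed-nitrocefin quenching of white-plate fluorescence, 480/530 nm, EDTA stop; benchmarks: DMSO with and without IMP-1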
VIM-2 inh: blocks Pseudomonas aeruginosa VIM-2 metallo-beta-lactamase. purified VIM-2, nitrocefin hydrolysis, epi-absorbance fluorescence. inhibition, % at 5.6 µM. 290,000 compounds, 0.89% hits. AID 1527;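 active means inhibition above the mean of all tested compounds plus 3 SD, cutoff set per screening run, cut at about 7.5% in these data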;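 further: red hydrolysis product quenches plate fluorescence so inhibitors raise well fluorescence; 0% = enzyme with DMSO and 100% = DMSO without enzyme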
IDE inh: cellular human IDE inhibition; P14735; HEK cells, FAbetaB cleavage, fluorescence polarization; AID 434962; 320,000 compounds, 0.41% hits; inhibition, % at 5.59 µM;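 active means percent inhibition above the average of all tested compounds plus 3 SD, set per screening campaign, cut at about 16% in these data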;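 further: IDE supplied by intact live HEK cells; FP after avidin binding of uncleaved biotin substrate so inhibition keeps polarization high; 0% = DMSO wells and 100% = 60 µM reference IDE inhibitor Ii1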
Target sequence (P14735 whole entry, looked up): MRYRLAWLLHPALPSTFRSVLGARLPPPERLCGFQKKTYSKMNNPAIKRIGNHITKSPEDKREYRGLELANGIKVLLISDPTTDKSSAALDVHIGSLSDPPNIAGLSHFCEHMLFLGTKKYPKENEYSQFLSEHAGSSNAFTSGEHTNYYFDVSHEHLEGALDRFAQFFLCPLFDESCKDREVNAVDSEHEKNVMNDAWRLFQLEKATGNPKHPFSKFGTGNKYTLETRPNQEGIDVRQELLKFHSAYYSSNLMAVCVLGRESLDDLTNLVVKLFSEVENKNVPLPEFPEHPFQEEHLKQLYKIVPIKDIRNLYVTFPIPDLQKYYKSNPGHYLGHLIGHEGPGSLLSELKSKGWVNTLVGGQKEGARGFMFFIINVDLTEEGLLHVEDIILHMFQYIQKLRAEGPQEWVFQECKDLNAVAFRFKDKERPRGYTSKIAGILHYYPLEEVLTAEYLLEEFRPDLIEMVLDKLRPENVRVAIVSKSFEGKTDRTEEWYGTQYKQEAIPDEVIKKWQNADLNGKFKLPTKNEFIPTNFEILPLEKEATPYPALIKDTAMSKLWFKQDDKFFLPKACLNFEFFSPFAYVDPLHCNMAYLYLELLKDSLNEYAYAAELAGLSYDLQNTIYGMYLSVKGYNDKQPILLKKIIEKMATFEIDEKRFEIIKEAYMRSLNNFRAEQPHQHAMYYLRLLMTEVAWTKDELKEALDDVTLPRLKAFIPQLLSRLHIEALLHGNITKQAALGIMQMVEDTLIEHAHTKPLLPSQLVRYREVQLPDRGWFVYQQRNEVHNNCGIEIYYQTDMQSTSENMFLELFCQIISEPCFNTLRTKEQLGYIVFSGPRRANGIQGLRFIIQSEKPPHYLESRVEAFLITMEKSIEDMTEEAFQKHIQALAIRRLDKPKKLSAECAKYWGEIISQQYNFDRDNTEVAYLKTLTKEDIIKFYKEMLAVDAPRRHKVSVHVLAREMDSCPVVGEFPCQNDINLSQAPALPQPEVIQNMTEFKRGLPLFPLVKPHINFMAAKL
IDE cell activ: IDE (human) activation, cell-based | activation, % at 5.96 µM | HEK cells, FAbeta-B cleavage, fluorescence polarization; 0% vehicle, 100% cell-free pure enzyme wells | P14735 | AID 493087 | 340,000 compounds, 0.073% hits;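 active means activation above the mean of all tested compounds plus 3 SD, set per screening campaign, cut at about 17% in these data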
GPR7 antagonist: antagonists of human GPR7 (neuropeptides B/W receptor 1). P48145. GPR7-expressing cells, fluorescence antagonist assay. inhibition, % at 4.4 µM. 290,000 compounds, 1.1% hits; in the data active means inhibition above about 16%, passing the limit was not always enough;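 further: cells stimulated with the agonist NPW; 0% = agonist with vehicle and 100% = vehicle without agonist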
Active calls of the source: *; . = no result given. An unsorted share of the library; about 5.3% have a hit in one of these screens.

Results follow in this order: p-CIP stab down	M18AAP inhibitor	NALP1 yeast inh	PHOSPHO1 inh	IMP-1 inh	VIM-2 inh	IDE inh	IDE cell activ	GPR7 antagonist
> O=C(N/N=C/c1ccc2cccc(OCc3ccccc3)c2n1)c1ccc(Cl)cc1
→ -2	-1	8	33	-2.5	-3.0	8	5	-11
> CC(Oc1ccc2c(-c3ccccc3)cc(=O)oc2c1)C(=O)N[C@H](Cc1c[nH]c2ccccc12)C(=O)O (some centres not stated)
→ -3	-8	-16	3	-3.4	-0.6	6	-7	-15
> Cc1[nH]c(=O)c(C#N)c2c1CSC(C)(C)C2
→ -4	0	12	24	-3.1	-2.4	2	5	2
> CCCS(=O)(=O)N1CCN(c2ccccc2F)CC1
→ 1	2	26	22	-0.6	-2.9	-1	2	4
> Cc1ccc(Oc2nc3ccccc3n3cccc23)cc1
→ 9	0	26	10	-2.6	-1.5	-6	6	-15
> COCCNC(=O)c1ccccc1NC(=O)c1ccccc1SC
→ -9	-5	14	38	-0.9	0.1	0	1	-10
> COC(=O)C(NS(=O)(=O)c1ccc(C)cc1)c1ccccc1 (configuration not stated)
→ -2	-9	-1	4	-3.5	-2.2	-2	-2	-15
> CCOC(=O)C(=CN=C(N)Nc1nc2ccccc2o1)C(=O)OCC
→ -16	15	14	20	-7.5	-1.8	-9	-2	-3
> CC(=O)C1=C(C)NC(SCC(=O)c2ccc(-c3ccccc3)cc2)=C(C#N)C1c1cccnc1 (configuration not stated)
→ -11	14	-2	53	-2.9	-2.6	4	.	-7
> Cc1ccc(-c2csc(=Nc3cccnc3)n2CCCn2ccnc2)cc1C
→ -10	-6	35	18	-3.7	18*	-1	2	-4
> CCn1c(NN)nc2sc3c(c2c1=O)CCC3
→ -9	15	5	86*	-3.8	-4.1	-1	5	8
> CCOCCn1c(CN2CCOCC2)nc2c1c(=O)[nH]c(=O)n2C
→ -7	-1	6	22	-3.8	0.7	4	6	-4
> COCCN(CCOC)S(=O)(=O)c1ccc(C(=O)Nc2nnc(C)o2)cc1
→ 2	25	12	10	-4.5	-2.2	-2	3	-11
> CCOCCCNC(=S)N1C2CCC1CC(NC(=O)NC13CC4CC(CC(C4)C1)C3)C2 (configuration not stated)
→ -12	1	14	6	-2.3	-3.9	2	5	-6
> CCCc1nnc(NC(=O)Cn2c(=O)sc3ccccc32)s1
→ -1	3	-11	14	-3.2	-2.1	0	6	17
> O=C(N/N=C/C=C/c1ccc2c(c1)OCO2)c1ccc([N+](=O)[O-])cc1
→ -1	-5	0	11	-4.2	-2.3	-2	-5	-3
> O=C(N/N=C/C=C/c1ccccc1)C(O)c1ccccc1 (configuration not stated)
→ .	-5	.	.	-1.9	-6.4	11	-2	7
> COc1ccc(C)cc1S(=O)(=O)N1CCCC(N2CCOCC2)C1 (configuration not stated)
→ 6	-8	18	39	0.6	1.1	.	-3	1
> CC1CC(CC(C)C(=O)Nc2nncs2)C(=O)O1 (configuration not stated)
→ 12	-10	17	29	1.3	-0.6	-3	6	-3
> COc1ccc(C(C(=O)NC2CCCCC2)N(Cc2cccnc2)C(=O)c2snc(C(N)=O)c2N)cc1 (configuration not stated)
→ 5	3	-6	32	-3.8	-1.7	6	-1	-11

For convenience, two of the compounds above.
Results follow in this order: p-CIP stab down	M18AAP inhibitor	NALP1 yeast inh	PHOSPHO1 inh	IMP-1 inh	VIM-2 inh	IDE inh	IDE cell activ	GPR7 antagonist
> CC1CC(CC(C)C(=O)Nc2nncs2)C(=O)O1 (configuration not stated)
→ 12	-10	17	29	1.3	-0.6	-3	6	-3
> COc1ccc(C(C(=O)NC2CCCCC2)N(Cc2cccnc2)C(=O)c2snc(C(N)=O)c2N)cc1 (configuration not stated)
→ 5	3	-6	32	-3.8	-1.7	6	-1	-11

Other entries follow:
Results follow in this order: p-CIP stab down	M18AAP inhibitor	NALP1 yeast inh	PHOSPHO1 inh	IMP-1 inh	VIM-2 inh	IDE inh	IDE cell activ	GPR7 antagonist
> Cn1nc(C(C)(C)C)cc1NC(=O)Nc1cc(Cl)cc(Cl)c1
→ 10	-8	1	16	1.4	1.0	4	6	-11
> Cc1ccccc1OCC(=O)NN1C(=O)C2C3C=CC(O3)C2C1=O (configuration not stated)
→ -12	1	16	39	-3.0	-3.7	2	3	-10
> COc1cc(NC(=O)c2ccccc2)c(OC)cc1Cl
→ -3	-3	4	-13	0.2	-0.3	2	-1	-7
> COc1cc(-n2c(=O)c3ccccc3n(Cc3cccnc3)c2=O)cc(OC)c1OC
→ .	-5	.	.	1.6	-1.1	3	4	-17
> Cc1ccc(-c2nn(-c3ccccc3)cc2/C=N/O)cc1
→ -14	-6	-24	1	-2.0	-1.8	0	4	-10
> COC(=O)C1=C(C)N(C)C(=S)NC1c1ccccc1 (configuration not stated)
→ -11	-6	7	-12	-3.8	-0.2	2	3	-5
> COc1cc([N+](=O)[O-])cc(/C=N/NC(=O)Cn2cncn2)c1O
→ 4	15	-20	27	-4.3	-5.0	0	7	-5
> COc1ccc(N(C)C(=O)c2cc3c(s2)-c2ccccc2OC3)c(OC)c1
→ 2	1	12	33	-2.6	-1.6	5	1	5
> COc1ccc(/C=N/NC(=O)Cc2cc(OC)c(OC)cc2[N+](=O)[O-])cc1
→ -6	6	17	-2	-1.7	-1.8	1	9	-11
> COCCNC(=O)CCCC(=O)NCCOC
→ -6	0	25	-8	-3.5	-3.8	-4	1	-6
> CNC(=O)C1CCN(S(=O)(=O)c2c(C)noc2/C=C/c2ccc(C)cc2)CC1
→ -3	-6	7	28	0.4	-2.2	2	0	3
> COc1ccc(Cl)c(Cn2c(NCC(C)O)nc3c2c(=O)n(C)c(=O)n3C)c1 (configuration not stated)
→ 5	6	2	-4	-4.0	-0.3	-1	-1	-4
> O=C(COC(=O)[C@H](Cc1ccccc1)NC(=O)c1cccs1)Nc1c(Cl)cccc1Cl
→ -8	-1	37	-9	-2.6	-1.2	6	0	23*
> COc1nc(N)c(S(=O)(=O)c2ccccc2)cc1C#N
→ -14	1	40	14	-2.8	-2.2	-1	3	-5
> Cc1cccc(N2CCN(C(=O)C(C)C)CC2)c1C
→ -7	8	-10	6	-4.8	-0.8	3	-11	-8
> O=C(Nc1ccc(N2CCN(C(=O)c3ccccc3)CC2)c(Cl)c1)c1ccco1
→ 3	-2	9	-52	-3.3	-2.7	3	7	-3
> O=[N+]([O-])c1cc(-c2nnc(C34CC5CC(CC(C5)C3)C4)o2)cc([N+](=O)[O-])c1
→ 3	0	14	7	-2.1	-0.7	8	2	-10
> COc1ccc(-c2cn[nH]c2-c2ccc(OCC(=O)NN)cc2O)cc1
→ -6	8	0	22	-4.8	-5.0	.	-3	-11
> O=C(O)c1cn(CCOc2ccccc2Cl)c2ccccc12
→ -1	-6	13	1	2.0	1.0	1	3	-6
> O=C(O)c1ccc(/C=N/NC(=S)NCCN2CCOCC2)cc1
→ 11	3	5	28	-0.9	-0.7	4	4	-14

Some values from the entries so far.
For VIM-2 inh, Cn1nc(C(C)(C)C)cc1NC(=O)Nc1cc(Cl)cc(Cl)c1 shows 1.0
For M18AAP inhibitor, O=[N+]([O-])c1cc(-c2nnc(C34CC5CC(CC(C5)C3)C4)o2)cc([N+](=O)[O-])c1 shows 0

Next structures.
Results follow in this order: p-CIP stab down	M18AAP inhibitor	NALP1 yeast inh	PHOSPHO1 inh	IMP-1 inh	VIM-2 inh	IDE inh	IDE cell activ	GPR7 antagonist
> c1csc(Cc2nn3c(-c4ccncc4)nnc3s2)c1
→ -18	7	-22	72*	-2.9	1.6	-4	-1	1
> C[C@H](NC(=O)c1nc[nH]c1C(=O)N1CCN(c2ccccc2)CC1)C(=O)OC(C)(C)C
→ -4	.	.	40	.	.	8	1	.
> Oc1ccc(N=Nc2ccc(Br)cc2)c(O)c1
→ 2	0	23	-23	-3.1	-3.6	1	7	12
> CCC/C(O)=C1\C(=O)CC(C)(C)CC1=NCCO
→ 0	4	12	-15	-3.9	-3.6	1	3	-10
> O=c1c2sc3nc(N4CCOCC4)c4c(c3c2ncn1CCc1ccccc1)CCCC4
→ -4	1	11	48	-4.2	0.2	-3	4	6
> O=C(CSc1nnc(Cc2ccccc2)o1)Nc1cccc(F)c1
→ -80	1	4	22	-2.5	-1.3	2	5	-8
> O=C(CCS(=O)(=O)c1cc2c(cc1Cl)NC(=O)CO2)NCCc1ccccc1
→ -7	1	-5	54	-2.5	-3.8	0	3	-5
> Cc1cccc(Sc2nc(-c3ccccc3)ncc2C(=O)O)c1
→ 5	-11	-1	40	-1.5	0.2	-2	0	5
> Cn1c(-c2ccc(F)cc2)cnc1SCC(=O)NCc1ccco1
→ -11	10	-22	65*	0.0	0.5	3	6	0
> CC(C)C(=O)NC(=S)Nc1ccc(CN2CCOCC2)cc1
→ -4	-7	0	48	0.8	2.1	2	3	6
> COc1ccc(C(=O)N/N=C/C2CC=CCC2)cc1OC (configuration not stated)
→ 1	-7	11	12	-0.6	-2.9	-2	0	-2
> CCc1cccc(C)c1NC(=S)NCc1ccccc1
→ -12	1	2	3	-2.8	-5.9	1	5	-7
> OCCn1c(-c2ccc(F)cc2)csc1=Nc1ccccc1
→ 4	41*	53	0	-1.5	-2.1	0	1	-9
> COC(=O)c1ccc(C(=O)OC)c(NC(=O)COc2ccccc2OC)c1
→ -4	1	7	14	-2.7	-2.1	8	-1	-7
> CCn1c(NCCc2ccc(OC)c(OC)c2)nc2c1c(=O)n(C)c(=O)n2C
→ -16	.	12	15	.	.	6	-3	.
> CN(CCc1ccccc1)Cc1nc(-c2cnccn2)no1
→ -8	-3	24	45	-1.8	-1.6	10	-5	-9
> CC1CCCN(C(=O)C2CCCN(S(=O)(=O)c3cccc4nsnc34)C2)C1 (configuration not stated)
→ 4	-5	22	1	-1.5	-1.3	0	1	7
> COc1ccc(-n2nc3c(N4CCC(C(=O)NCC(C)c5ccccc5)CC4)nnc(C)c3c2C)cc1 (configuration not stated)
→ -3	5	13	22	-2.4	1.8	6	-2	8
> CCCCN(C(=O)Oc1ccccc1)C1CCS(=O)(=O)C1 (configuration not stated)
→ -3	-1	-36	16	-0.9	-2.8	11	6	-20
> Cn1c(=O)n(Cc2ccccc2)c(=O)c2c1nc1n2CCCN1Cc1ccccc1
→ -2	-6	12	-25	-4.5	-3.6	0	4	-4
